# TDP1 inh: qHTS Assay for Inhibitors of Tyrosyl-DNA Phosphodiesterase (TDP1); Tyrosyl-DNA phosphodiesterase 1 (Homo sapiens), Q9NUW8; recombinant TDP1, AlphaScreen DNA substrate cleavage; Potency, µM (titrated, usually from 130 µM), for the others: top-dose activity change, negative = inhibition, actives largely listed as inhibitors; 350,000 compounds, 0.28% hits; note: nearly all actives have a fitted effect of over 40% in size
# Target sequence (Q9NUW8 whole entry, looked up): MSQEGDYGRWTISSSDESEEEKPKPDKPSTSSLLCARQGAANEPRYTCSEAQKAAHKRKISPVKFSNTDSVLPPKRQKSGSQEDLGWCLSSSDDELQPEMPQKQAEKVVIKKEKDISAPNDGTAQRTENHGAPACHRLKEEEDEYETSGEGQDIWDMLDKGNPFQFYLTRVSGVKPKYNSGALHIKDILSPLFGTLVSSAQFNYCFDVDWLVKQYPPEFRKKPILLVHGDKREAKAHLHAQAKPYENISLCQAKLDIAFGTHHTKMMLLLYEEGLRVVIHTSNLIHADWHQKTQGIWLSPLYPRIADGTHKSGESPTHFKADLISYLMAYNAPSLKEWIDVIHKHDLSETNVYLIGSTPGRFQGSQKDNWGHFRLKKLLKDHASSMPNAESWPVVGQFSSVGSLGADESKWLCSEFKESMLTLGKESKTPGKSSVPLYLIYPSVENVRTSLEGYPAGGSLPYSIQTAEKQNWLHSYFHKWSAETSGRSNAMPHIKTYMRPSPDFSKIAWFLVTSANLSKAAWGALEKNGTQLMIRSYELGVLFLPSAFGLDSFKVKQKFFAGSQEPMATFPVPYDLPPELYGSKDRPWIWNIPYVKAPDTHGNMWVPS
#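 Compounds were preincubated with Tdp1 (1 nM final) for 15 min at room temperature before substrate (15 nM final) started a 5 min reaction; beads (10 ug/ml final) were then added for 10 min before AlphaScreen detection.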
# N370S GC mod: qHTS Assay for Inhibitors and Activators of N370S glucocerebrosidase as a Potential Chaperone Treatment of Gaucher Disease; Lysosomal acid glucosylceramidase (Homo sapiens), P04062; AID 2101, 2009; Potency, µM (titrated, usually from 59.4 µM), inactives show at the highest dose activity change, negative = inhibition, actives largely listed as inhibitors; N370S GC spleen homogenate, 4MU-glucoside fluorescence; 330,000 compounds, 0.092% hits;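 note: 0% = full enzyme activity and -100% = no enzyme basal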
# FEN1 inh: qHTS Assay for the Inhibitors of Human Flap endonuclease 1 (FEN1). P39748. Recombinant FEN1 flap cleavage, fluorescence, 15 min. Potency, µM (series often up to 114 µM), for inactives: top-dose activity change, negative = inhibition, actives largely listed as inhibitors. 390,000 compounds, 0.35% hits. AID 588795, 2011; note: nearly all actives have a fitted effect of over 65% in size
# Target sequence (P39748 whole entry, looked up): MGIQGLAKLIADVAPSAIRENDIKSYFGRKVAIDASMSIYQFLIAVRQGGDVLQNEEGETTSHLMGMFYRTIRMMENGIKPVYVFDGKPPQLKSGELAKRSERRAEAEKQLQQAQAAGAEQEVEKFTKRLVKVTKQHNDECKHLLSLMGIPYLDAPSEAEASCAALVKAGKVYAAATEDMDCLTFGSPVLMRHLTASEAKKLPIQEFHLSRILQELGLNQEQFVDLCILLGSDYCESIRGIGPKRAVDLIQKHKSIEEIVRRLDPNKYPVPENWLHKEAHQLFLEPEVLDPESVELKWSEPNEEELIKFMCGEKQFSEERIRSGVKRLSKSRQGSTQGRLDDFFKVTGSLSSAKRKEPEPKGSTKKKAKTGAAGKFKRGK
#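 With each library titrated from low to high concentration, compounds met 10 nM FEN1 for 15 min at room temperature before 50 nM substrate was added; readings at 0 and 15 min fed four-parameter Hill curve fits.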
# * = called active by the depositor; ? = inconclusive; . = no result given; & = joins results of further samples; [ ] = another dose, or the depositor's remark. Calls come from the whole dose curve; as a rule, active = well fitted curve in the direction sought with a large enough effect; inconclusive = small, poorly fitted or top-dose-only effect, or another doubt; inactive = no such curve, though single readings can be large; an effect the other way counts as inactive or inconclusive. Unless noted, % is set by controls: 0 for no effect and ±100 for the full control effect; potency is the fitted concentration of half-maximal effect. An excerpt; the hit share may differ from the screen's.
SMILES,TDP1 inh,N370S GC mod,FEN1 inh
CCC(C)C1O[C@]2(C=CC1C)CC1CC(C/C=C(\C)[C@H](OC3CC(OC)C(O[C@H]4CC(OC)[C@@H](O)C(C)O4)C(C)O3)[C@@H](C)/C=C/C=C3\COC4C(O)C(C)=C[C@H](C(=O)O1)[C@@]34O)O2 (stereo partly specified),8%,-13%,.
CCCCCCn1c(O)c(C=Nc2ccccc2N2CCOCC2)c(=O)[nH]c1=S,4%,11%,18%
NCCCP(=O)(O)CCc1ccccc1,-2%,6%,-10%
Cn1cc(CCC(=O)N2CCC3(CC2)OCCO3)c2ccccc21,0%,0%,-13%
COc1cccc(O)c1CN1CCCC(C(=O)c2ccccc2SC)C1 (stereo unspecified),-1%,1%,-14%
Cn1c2ccccc2c2cnn(CC(=O)N3CCC4(CC3)OCCO4)c(=O)c21,0%,28%,.
O=C1CC(c2ccccc2)CC(O)=C1C=NCCN1CCN(C(=O)Cc2ccccc2)CC1 (stereo unspecified),2%,5%,5%
COc1ccc2cc(C(=O)C3CCCN(C4CCOCC4)C3)ccc2c1 (stereo unspecified),-2%,-3%,1%
CC(=C1C(=O)c2ccccc2C1=O)N1CCN(CCN=Cc2c(O)n(C)c(=O)n(C)c2=O)CC1,-5%,7%,-8%
CC(=O)Nc1ccc(OC(=O)N(C)C)cc1,2%,-16%[2.35 µM],-1%
Cc1cc(C)cc(NC2=NCCCS2)c1,5%,0%,29%
CCCN1CCC2(CC1)NC(CO)(CO)CO2,-10%,3%,-3%
Nc1ccc(S(=O)(=O)N2CCCCC2c2cccnc2)cc1 (stereo unspecified),7%,4%,10%
Cc1ccsc1C(=O)C1CCCN(Cc2cnc(N)nc2)C1 (stereo unspecified),8%,-23%,-11%
Cc1ccc(N2C(=O)NC(=O)/C(=C\C=C\c3ccco3)C2=O)cc1C,-5%,2%,?
O=C(c1cc(F)ccc1F)C1CCCN(CCCc2ccccc2)C1 (stereo unspecified),-3%,2%,8%
CC(N)Cc1ccccc1Sc1ccc(O)cc1 (stereo unspecified),2%,-6%,.
Cc1ccc(-n2nc(C)c(C3C(C#N)=C(N)Oc4c3c(=O)oc3ccccc43)c2Cl)cc1 (stereo unspecified),3%,-3%,.
C=CC=O,-3%,9%,.
COc1ccc(NC(C)=O)cc1NC(=O)c1cccn(Cc2ccccc2)c1=O,3%,.,14%
CCCC(C)C1(CC)C(=O)NC(=S)NC1=O (stereo unspecified),6%,-5%,.
Cc1nnc2ccc(-c3cccc(C(F)(F)F)c3)nn12,12%[56.1 µM],2%,2%
CCOc1ccc(-c2cc(C)[n+](CCO)c(-c3ccc(OCC)cc3)c2)cc1,5%,6%,-4%
COC(=O)C(O)(c1ccc(NC(=S)NC(=O)c2ccc(Cl)cc2Cl)cc1)C(F)(F)F (stereo unspecified),5%,-11%,-16%
COc1ccc(-c2nn(CCC#N)cc2C(=O)Nc2ccccc2)cc1OC,.,-9%,-9%
O=C1CCN(C(=O)CCCn2c(=O)oc3ccccc32)CC1,9%,-2%,7%
c1ccc2c3c([nH]c2c1)CNCC3,8%,-1%,-1%
CC[C@H]1C2C[C@H]3[C@@H]4N(C)c5ccccc5C45C[C@H](C2[C@H]5O)N3[C@@H]1O (stereo partly specified),.,-3%,-3%
CC1CN(O)C2CCc3c(no[n+]3[O-])C12O (stereo unspecified),-5%,4%,-2%
CNc1ccc2oc(C[C@@H]3OC4(CC[C@@H]3C)O[C@H](C(C)C(=O)c3ccc[nH]3)[C@H](C)C[C@H]4C)nc2c1C(=O)O (stereo partly specified),22%,?,.
COC(=O)C1=C(c2ccc(OC(F)(F)F)cc2)C[C@@H]2CC[C@H]1N2C(=O)NCCc1ccccc1,1%,.,1%
O=C1C2CCN(CC2)[C@@H]1Cc1ccc2ccccc2c1O,7%,-19%,-7%
Cc1ccc(/C=C2\C(=O)NC(=S)N(c3ccc(F)cc3)C2=O)s1,-4%,5%,3%
C=C1[C@@H]2CC[C@H]3[C@@]4(C)C[C@@H](O[C@@H]5O[C@H](CO)[C@H](OS(=O)(=O)O)[C@@H](OS(=O)(=O)O)[C@@H]5OC(=O)CC(C)C)C[C@@H](C(=O)O)[C@H]4CC[C@@]3(C2)[C@H]1O,3%[56.1 µM],8%[21.6 µM],.
CC1SC2(CN3CCC2CC3)NC1=O (stereo unspecified),0%,4%,0%
CCCCCCC(C)(C)c1cc(OC)c2c(c1)OC(C)(C)[C@@H]1CC=C(C)C[C@@H]21,9%,-3%,.
COC(=O)C1=C(c2ccc(F)cc2F)C[C@@H]2CC[C@H]1N2C(=O)N1CCCC1,0%,.,17%
Cc1cc(C(=O)OCC(=O)Nc2ccccc2F)c(C)n1C1CC1,2%,-8%,4%
COC(=O)c1ccccc1C(=O)OC,6%,-21%,.
C[N+](C)(C)Cc1ccccc1,16%&4%,1%&6%,-14%
O=c1[nH]c(=S)n(-c2ccc(Br)cc2)c(O)c1C=Nc1ccc(N2CCOCC2)cc1,6%,-6%,43%[activator]
Cn1c(O)c(/C=C2\C=Nc3ccc(Br)cc32)c(=O)n(C)c1=O,.,-4%,0%
CC(C)C#N,3%,-1%,.
Cc1cc(NC(=O)c2cccn(Cc3cccc([N+](=O)[O-])c3)c2=O)no1,-3%,.,-4%
CCN(CC)C(=O)COc1cc(C)cc2oc(=O)c3c(c12)CCCC3,.,1%,-1%
COc1ccc(C(=O)O)cc1OC,-2%,23%,0%
CC(=O)Oc1ccc(/C=C/c2cc(OC(C)=O)cc(OC(C)=O)c2)cc1,3%,1%,.
CSc1ncc(C(=O)Nc2ccc(Cl)cc2C(=O)c2ccccc2)c(C)n1,6%,.,-10%
COc1cc(/C=C(/C)[N+](=O)[O-])ccc1OCc1ccccc1Cl,3%,21%,-4%
C[C@]1(O)CC[C@H]2[C@@H]3CCC4=CC(=O)CC[C@]4(C)[C@@]3(F)[C@@H](O)C[C@@]21C,15%,6%,8%
# Other compounds
SMILES,TDP1 inh,N370S GC mod,FEN1 inh
N#Cc1ccc(NC(=O)CN2C(=O)NC3(CCCC3)C2=O)cc1Cl,-4%,-6%,12%
CCOC(=O)/C(CCCN(CC)CC)=N\O,-3%,-3%,-7%
O=C(NC1CN2CCC1CC2)c1ccc(-c2ccc([N+](=O)[O-])cc2)o1 (stereo unspecified),-3%,4%,?
CCSc1nnc([C@@H](N)Cc2ccccc2)o1,-8%,.,-3%
O=C(O)CF,3%,4%,.
CC/C(=N\NC(=O)c1ccccc1O)c1c(O)n(Cc2ccccc2)c(=O)[nH]c1=O,2%,3%,6%
N#CSCC(=O)N1c2ccccc2CCc2ccccc21,5%,1%,-1%
CC1(C)C(C(Cl)Cl)C2(Cl)C(Cl)C(Cl)C1(Cl)C2(Cl)Cl (stereo unspecified),-9%,-9%,.
Cc1cc(Cl)ccc1OCC(=O)O,1%,5%,1%
O=C(COc1ccc2ccccc2c1)N1CCN(Cc2c[nH]c3ccccc23)CC1,-3%,-23%,-4%
CCCCN1CC(O)=C(c2nc3ccccc3s2)C1=N,4%,?,7%
C=C(C)CSc1nnc([C@@H](N)Cc2ccccc2)o1,8%,-17%,-10%
COc1ccc(OCC(=O)N2CCN(Cc3cc(=O)n4nc(-c5ccccc5C)sc4n3)CC2)cc1,3%,.,3%
COC(=O)[C@]12OC[C@]34C([C@@H](O)[C@@H]1O)[C@]1(C)CC(=O)C(O)=C(C)[C@@H]1C[C@H]3OC(=O)[C@H](O)[C@@H]24 (stereo partly specified),0%,-4%,2%
CN1CCN(C(=O)COc2ccc(S(=O)(=O)NC3CCCCC3)cc2Cl)CC1,4%,-3%,-9%
C=CC1CN2CCC1CC2C(O)c1ccnc2ccccc12 (stereo unspecified),10%&-7%[56.1 µM],-1%&-6%,1%
COC(=O)NC/C=C\c1nc(CC/C=C\C(=O)O[C@H]2C[C@H]3CC(=O)O[C@@H](/C=C\CC(C)C)C[C@@H]4CC[C@H](C)[C@H](C[C@@H](OC)C[C@H](C2)O3)O4)co1,9%[21 µM],-4%[12.8 µM],.
COC(=O)C1=C(C)NC(C)=C(C(=O)NCCCN2CCC(c3ccccc3)(c3ccccc3)CC2)C1c1ccc([N+](=O)[O-])cc1 (stereo unspecified),19%,-6%,.
CCc1ccc(-n2nc(C)c3c2NC(=O)CSC3c2ccccc2C)cc1 (stereo unspecified),3%,.,12%
CC(C)Sc1nnc([C@@H](N)Cc2ccccc2)o1,-1%,12%,-11%
Cc1ccc(C(O)(c2ccc(C)c(C)c2)C2CN3CCC2CC3)cc1C (stereo unspecified),.,0%,-15%
COC1=CC(=O)OC(CCc2ccc3c(c2)OCO3)C1 (stereo unspecified),21%,-3%,4%
C/C(=N\N1CCCCCC1)c1c(O)n(C2CCCCC2)c(=O)[nH]c1=O,1%,?,-11%
COc1cccc(-n2c(/C=C\c3ccc(Cl)cc3)nc3ccccc3c2=O)c1,3%[2.28 µM],.,-14%
Cc1nc2ccccc2c(=O)n1-c1cc([N+](=O)[O-])cc([N+](=O)[O-])c1,.,-17%,-18%
COc1ccc(CCn2c(O)c(/C=N/N3CCOCC3)c(=O)[nH]c2=O)cc1OC,.,-1%,-2%
CC1CC2CCC(O2)C(C)C(=O)OC(C)CC2CCC(O2)C(C)C(=O)OC(C)CC2CCC(O2)C(C)C(=O)OC(C)CC2CCC(O2)C(C)C(=O)O1 (stereo unspecified),4%,-1%,.
NS(=O)(=O)c1ccc(N=Cc2c(O)n(C3CCCCC3)c(=O)n(C3CCCCC3)c2=O)cc1,5%,2%[2.35 µM],?
C/C=C1/C[N+]2(C)CCC34C(=C(C=O)[C@H]1C[C@@H]32)Nc1ccccc14 (stereo partly specified),.,-8%,7%
CCOCN(C(=O)CCl)c1c(C)cccc1CC,4%&15%,9%&4%&-5%,9%
Cc1cccnc1-n1c(C)nc2ccccc2c1=O,3%,-13%,0%
COc1ccc(NP(=O)(Oc2ccc(Cl)cc2)Oc2ccc(Cl)cc2)cc1OC,11%,?,-22%
CN1CCN(Cc2ccccc2C(F)(F)F)CC1,5%,-3%,3%
CN(C)C(=O)Oc1ccc(OCc2nc3ccccc3[nH]2)cc1,5%,7%,4%
Nc1ccc2ccc3cccc[n+]3c2c1,.,-2%,50µM*
NC(=O)Nc1cccc(C(F)(F)F)c1,-1%,3%,-2%
O=C(O)C1Cc2ccccc2N2CCCC12 (stereo unspecified),.,-7%,8%
COc1ccc(N2CC2c2ccncc2)cc1 (stereo unspecified),1%,4%,-4%
NC1C2CN3CCN(C2)CC1(c1ccccc1)C3 (stereo unspecified),4%,2%,11%
Nc1c(C(=O)NCCCc2ccccc2)c2nc3ccccc3nc2n1Cc1cccs1,.,?,-24%

# Among those listed so far, two contain a furan ring, fused or not.
SMILES,TDP1 inh,N370S GC mod,FEN1 inh
Cc1ccc(N2C(=O)NC(=O)/C(=C\C=C\c3ccco3)C2=O)cc1C,-5%,2%,?
O=C(NC1CN2CCC1CC2)c1ccc(-c2ccc([N+](=O)[O-])cc2)o1 (stereo unspecified),-3%,4%,?

# (listing goes on)
SMILES,TDP1 inh,N370S GC mod,FEN1 inh
CCC(=O)OC1(Cc2ccc(CC)cc2)CC(C)N(C)CC1C (stereo unspecified),.,-13%,6%
COC(=O)C(O)(c1ccc(N(C)C(=O)OC(C)C)cc1)C(F)(F)F (stereo unspecified),2%,0%,1%
CC(=O)c1ccc2c(c1)C1C(Cl)C(Sc3ccccc3[N+](=O)[O-])CC1C(c1ccccc1[N+](=O)[O-])N2 (stereo unspecified),-3%[56.1 µM],-8%,15%
Cc1cc([N+](=O)[O-])c2ccccc2[n+]1[O-],.,-2%,3%

# Compounds shown so far that contain an aryl methoxy group:
SMILES,TDP1 inh,N370S GC mod,FEN1 inh
COc1cccc(O)c1CN1CCCC(C(=O)c2ccccc2SC)C1 (stereo unspecified),-1%,1%,-14%
COc1ccc2cc(C(=O)C3CCCN(C4CCOCC4)C3)ccc2c1 (stereo unspecified),-2%,-3%,1%
COc1ccc(NC(C)=O)cc1NC(=O)c1cccn(Cc2ccccc2)c1=O,3%,.,14%
COc1ccc(-c2nn(CCC#N)cc2C(=O)Nc2ccccc2)cc1OC,.,-9%,-9%
CCCCCCC(C)(C)c1cc(OC)c2c(c1)OC(C)(C)[C@@H]1CC=C(C)C[C@@H]21,9%,-3%,.
COc1ccc(C(=O)O)cc1OC,-2%,23%,0%
COc1cc(/C=C(/C)[N+](=O)[O-])ccc1OCc1ccccc1Cl,3%,21%,-4%
COc1ccc(OCC(=O)N2CCN(Cc3cc(=O)n4nc(-c5ccccc5C)sc4n3)CC2)cc1,3%,.,3%
COc1cccc(-n2c(/C=C\c3ccc(Cl)cc3)nc3ccccc3c2=O)c1,3%[2.28 µM],.,-14%
COc1ccc(CCn2c(O)c(/C=N/N3CCOCC3)c(=O)[nH]c2=O)cc1OC,.,-1%,-2%
COc1ccc(NP(=O)(Oc2ccc(Cl)cc2)Oc2ccc(Cl)cc2)cc1OC,11%,?,-22%
COc1ccc(N2CC2c2ccncc2)cc1 (stereo unspecified),1%,4%,-4%

# Compound activity (PubChem)
